Source: PubChem
FBW7 activator: FBW7 E3 ligase activators, primary screen, biochemical, AlphaScreen, human. F-box/WD repeat-containing protein 7 (Homo sapiens), Q969H0. AlphaScreen FBW7–phospho-cyclin E peptide binding, activator screen. normalized activity (activation), % at 26.1 µM. actives 0.13% (n = 650,000). AID 1259310, 2017; in the data active = normalized activity above about 1.9%;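 note: purified mutant Fbw7 with reduced substrate affinity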
MITF primary: MITF inhibitors, primary screen, biochemical, AlphaScreen, human. Microphthalmia-associated transcription factor (Homo sapiens), O75030. AlphaScreen MITF homodimerization, bead proximity signal. inhibition, % at 2.6 µM. actives 0.91% (n = 650,000). AID 1259374, 2018; in the data active = inhibition above about 50%;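 note: 0% = vehicle wells with protein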
Target sequence (O75030 whole entry, looked up): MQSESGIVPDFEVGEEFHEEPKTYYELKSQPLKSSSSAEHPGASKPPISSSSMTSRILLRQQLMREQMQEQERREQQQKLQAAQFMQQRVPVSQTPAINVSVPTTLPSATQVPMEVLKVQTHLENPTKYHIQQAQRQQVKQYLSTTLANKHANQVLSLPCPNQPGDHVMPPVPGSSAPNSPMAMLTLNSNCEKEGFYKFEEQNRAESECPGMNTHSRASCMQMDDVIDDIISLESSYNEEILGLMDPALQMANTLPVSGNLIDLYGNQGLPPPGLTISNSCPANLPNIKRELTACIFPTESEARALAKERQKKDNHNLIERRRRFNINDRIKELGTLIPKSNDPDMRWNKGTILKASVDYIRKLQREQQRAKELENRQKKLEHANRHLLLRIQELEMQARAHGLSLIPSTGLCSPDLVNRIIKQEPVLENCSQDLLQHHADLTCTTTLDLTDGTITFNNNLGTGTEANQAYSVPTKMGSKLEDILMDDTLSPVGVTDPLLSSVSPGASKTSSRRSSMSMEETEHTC
TEAD-YAP block: TEAD-YAP interaction inhibition, primary screen, TEAD-YAP interaction inhibitor project, luminescence, HEK-TIYL cells; TEAD-Gal4/YAP UAS-luciferase luminescence; inhibition, % at 9.12 µM; actives 1.4% (n = 640,000); AID 1259422, 2018; in the data active = inhibition above about 32%;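 note: 0% = median of test compound wells and 100% = reference inhibitor wells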
GPR151 ag: activators of human GPR151, primary screen, cell-based, PathHunter beta-arrestin, luminescence | activation, % at 11.2 µM | PathHunter beta-arrestin GPR151 cells | AID 1508602, 2020 | actives 1% (n = 650,000); in the data active = activation above about 4.9%;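 note: 0% = median of compound wells and 100% = cells with positive control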
Target sequence (Q8TDV0 whole entry, looked up): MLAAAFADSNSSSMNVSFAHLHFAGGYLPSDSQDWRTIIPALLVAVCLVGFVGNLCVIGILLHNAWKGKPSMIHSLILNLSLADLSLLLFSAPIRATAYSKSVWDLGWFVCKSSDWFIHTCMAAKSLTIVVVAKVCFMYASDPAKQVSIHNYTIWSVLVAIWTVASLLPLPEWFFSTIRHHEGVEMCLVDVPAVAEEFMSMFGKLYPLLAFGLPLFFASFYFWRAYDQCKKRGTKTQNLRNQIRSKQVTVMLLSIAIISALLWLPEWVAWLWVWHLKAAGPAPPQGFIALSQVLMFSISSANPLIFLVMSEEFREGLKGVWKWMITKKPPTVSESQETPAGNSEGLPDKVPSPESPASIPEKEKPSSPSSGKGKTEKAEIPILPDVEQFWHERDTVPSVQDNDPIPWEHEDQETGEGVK
* = called active by the depositor.

canonical_smiles	GPR151 ag	FBW7 activator	TEAD-YAP block	MITF primary
Cc1cc(NS(=O)(=O)c2ccc(NC(=O)Cc3ccccc3)cc2)nc(C)n1	-1.1	0.1	6	5
CCOC(=O)N1CCN(C(=O)C2CC23CCN(Cc2ccc(OC)cc2)CC3)CC1 (centres undefined)	0.1	0.0	-8	7
N#CC1=C(N)Oc2n[nH]c(-c3ccncc3)c2C1c1ccc(O)c(O)c1 (centres undefined)	3.0	-0.1	-2	0
COc1ccc(C2Nn3c(C)nnc3SC2C(=O)N2CCCCC2)cc1Cl (centres undefined)	0.4	0.2	1	2
CN1C(=O)C(O)(c2nnc(-c3ccccc3)o2)c2ccccc21 (centres undefined)	-0.7	0.3	-17	13
CN1C(=O)N(C)C2NC(SCC(=O)O)=NC21 (centres undefined)	0.5	0.1	2	8
O=[N+]([O-])c1ccc(C(O)CSc2nnc(-c3ccc(F)cc3)o2)cc1 (centres undefined)	2.5	-0.1	16	5
C/C(N)=C(/C#N)C(=O)COC(=O)c1cccn1C	-0.7	-0.1	-10	2
NNc1nc(OCC(F)(F)F)nc(N(c2ccccc2)c2ccccc2)n1	0.3	-0.2	10	4
Cc1ccc(NC(=O)Cn2cnc3scc(-c4ccccc4)c3c2=O)cc1	-0.2	0.0	7	-6
COc1ccc(Cn2c(SCC(=O)Nc3ccc(OC)cc3OC)nc3ccsc3c2=O)cc1	1.7	-0.1	4	-11
Cc1cc(C)cc(NC(=O)CSC2=NCCS2)c1	-0.5	0.2	1	4
COCc1c(C(=O)N/N=C/c2ccc([N+](=O)[O-])cc2)nnn1-c1nonc1N	-1.4	0.0	3	3
Cc1ccc(NC(=O)/C(=C/c2ccc([N+](=O)[O-])cc2)NC(=O)c2ccc(C(C)(C)C)cc2)cc1Cl	-0.3	0.0	-1	9
COc1ccc(OC)c(N(CC(=O)Nc2c(F)cccc2F)S(C)(=O)=O)c1	0.6	0.0	-4	-2
NC(=O)c1cc[n+](CC(=O)c2ccc(NC(=O)c3ccccc3)cc2)cc1	-4.9	0.0	0	2
CC1CCc2nn(CC(=O)NC3CCCC(C)C3C)cc2C1 (centres undefined)	-0.5	0.2	6	3
O=C(CNC(=O)c1ccccc1Br)N/N=C/c1cn[nH]c1-c1ccccc1	-1.0	0.2	6	2
CC(=O)Nc1ccc(N=Cc2cc(Br)cc(Cl)c2O)cc1	0.1	0.0	5	-4
c1ccc(CNC2=NCCCCS2)cc1	0.4	0.0	16	4
O=C(CC1CCCC1)N1CCN(c2ccc(-c3ccccn3)nn2)CC1	-1.4	-1.3	-15	111*
Cc1cc2nnc(SCC(=O)NCc3ccc4c(c3)OCO4)n2c2ccccc12	-0.8	0.0	15	9
COc1ccc(C)cc1NC(=O)c1cc(S(=O)(=O)NCCC2=CCCCC2)ccc1F	0.4	0.1	-7	-14
CC(C)CC(NC(=O)c1ccccc1C(=O)NCc1ccccc1)C(=O)NCc1ccccc1 (centres undefined)	-0.6	0.5	14	8
O=S(=O)(c1ccsc1)N1CCC(CO)(Cc2ccccc2C(F)(F)F)CC1	-0.3	0.1	-10	6
O=C(COC(=O)c1cc(-c2ccc(Cl)cc2)nc2ccccc12)c1cccc([N+](=O)[O-])c1	-1.1	-0.1	-5	3
CCC(=O)Nc1ccc(NC(=O)CSc2nnc(C(C)C)n2C)cc1	3.0	0.0	7	4
CCc1c(C)nc2ncnn2c1N1CCN(C(=O)c2ccccc2)CC1	-0.5	0.3	0	18
O=C(CSc1nc2[nH]ncc2c(=O)n1-c1ccc(Br)cc1)c1ccc(Cl)cc1	-0.3	-0.2	-1	-6
CCCNC(=O)c1csc(-c2ccc(C(=O)NC3CC3)cc2)n1	-1.3	0.6	-1	9

Filtered by structure: the compounds so far containing a CF3 group
canonical_smiles	GPR151 ag	FBW7 activator	TEAD-YAP block	MITF primary
NNc1nc(OCC(F)(F)F)nc(N(c2ccccc2)c2ccccc2)n1	0.3	-0.2	10	4
O=S(=O)(c1ccsc1)N1CCC(CO)(Cc2ccccc2C(F)(F)F)CC1	-0.3	0.1	-10	6

The list goes on.
canonical_smiles	GPR151 ag	FBW7 activator	TEAD-YAP block	MITF primary
COc1cc([N+](=O)[O-])ccc1N1C(=O)CC(Sc2ccc(Cl)cc2)C1=O (centres undefined)	-0.3	0.7	11	-1
Clc1ccc2nc(-c3cccs3)cn2c1	-6.8	0.3	-3	13
COCCCNC(=O)COc1cc(C)cc(C)c1C	-1.1	0.4	-9	19
CCN(CC)CCOCCOc1c(C)cc(C)cc1C	-0.7	-0.1	-1	2
CSc1nc2ccc(NC(=O)CN3C(=O)c4ccccc4C3=O)cc2s1	0.1	0.1	-9	-12
N#Cc1c(N)nc2sc(C(=O)Nc3ccc(Br)cc3)c(N)c2c1-c1cccs1	-2.0	0.1	-3	13
CC(=O)N1CCC(=O)N(CC(C)C)c2ccccc21	-0.3	0.0	-2	0
O=C(Nc1nc(-c2ccc(Br)cc2)cs1)C1CC1	2.2	-0.1	-54	-8
COCCn1c(=NC(=O)c2ccccc2OC)sc2cc(F)ccc21	2.9	0.2	-5	1
Cc1nn(-c2ccccc2)c2c1C(c1ccccc1Br)C(C#N)=C(N)O2 (centres undefined)	-1.4	-0.4	-5	14
Cc1cc(C(=O)CCl)c(C)n1-c1ccc(Cl)cc1	0.8	0.0	14	11
COc1cccc(Nc2cc(N3CCOCC3)c3nonc3c2[N+](=O)[O-])c1	0.4	-0.2	8	-3
O=C(CSc1nc2ccccc2c(=O)n1Cc1ccccc1)NCc1ccco1	-1.6	0.0	-2	-11
O=C(COC(=O)CNC(=O)c1ccccc1)Nc1ccc(OCc2ccccc2)cc1	-1.8	0.1	-20	9
Cc1nc(SCC(=O)c2cccc([N+](=O)[O-])c2)n[nH]1	0.8	-0.1	-5	-10
FC(F)(F)Oc1cccc(-c2nccc(NCCCN3CCOCC3)n2)c1	0.3	-0.1	3	3
COc1ccc(C(=O)NCCSc2ccc(C)cc2)cc1	-0.6	0.0	-6	-2
CCOC(=O)C1=C(N)n2c(s/c(=C\c3ccc(O)cc3)c2=O)=C(C#N)C1c1ccc(O)cc1 (centres undefined)	1.5	0.1	5	7
O=C(c1ccc(-c2ccccc2)cc1)N1CCN(Cc2ccccc2C(F)(F)F)CC1	1.4	0.1	-11	65*
CC(=O)c1ccc(NC(=O)c2ccc(-c3ccccc3[N+](=O)[O-])o2)cc1	-0.6	0.8	-80	19
CN(Cc1c(C(=O)N2CCCCC2)nc2sccn12)CC1Cc2ccccc2O1 (centres undefined)	-1.0	0.4	-4	11
CCOC(=O)N1CCC(NC(=O)CCc2nc3cccnc3n2-c2ccccc2)CC1	0.6	-0.5	16	12
O=C(Oc1ccc2c(c1)oc(=O)c1ccccc12)C1CC1	1.2	0.0	6	-4
COc1ccc2c(=O)c(C(=O)N3CCOCC3)c[nH]c2c1	0.1	-0.1	-16	5
COc1cc(NC(=O)c2nc3n(n2)C(C(F)F)CC(C)N3)cc([N+](=O)[O-])c1 (centres undefined)	-0.9	0.4	0	16
CC(=O)Nc1ccc(S(=O)(=O)N2CCN(C3Cc4ccccc4C3)CC2)cc1	-0.8	0.3	-12	9
COc1ccc(-c2noc(N3CCN(c4ccc(C)cc4)C(C)C3)n2)cc1OC (centres undefined)	-1.3	-0.1	-4	-1
O=C(O)C1CCCN1c1ncc(Cl)cc1[N+](=O)[O-] (centres undefined)	0.2	-0.3	-7	-2
Cc1nnc(NC(=O)c2ccccc2F)s1	-0.2	0.0	-35	-11
Cc1csc2nc(CSc3nc4cc([N+](=O)[O-])ccc4o3)c(Br)n12	3.1	0.0	-6	-6
CCC(=O)Nc1cccc(NC(=O)COc2ccc(Br)cc2)c1	0.1	-0.1	-17	3
Cc1cnc(NC(=O)CN2CCC(O)(c3ccccn3)CC2)s1	0.1	-0.1	3	-1
Cc1cccc(OCC(=O)Nc2nc(C(C)(C)C)cs2)c1	-0.9	0.2	-11	-6
COc1ccc(NC(=O)N2CCC3(CC2)NCCc2c3[nH]c3ccc(C)cc23)cc1	0.3	-0.6	-59	-3
COc1ccccc1N1CCN(C2CCCN(C(=O)CCC(C)=O)C2)CC1 (centres undefined)	0.6	0.2	-5	14
CCn1c(-c2ccc(Cl)cc2)csc1=Nc1ccccc1	0.1	-0.3	-28	25
COc1ccc(-c2nc(-c3ccc(C)cc3)[nH]c2-c2ccc(OC)cc2)cc1	1.2	-0.2	0	14
OCc1ccccc1N=c1ssnc1Cl	0.4	-0.1	-1	4
COc1ccccc1-n1cc(C(=O)NCC(=O)N(C)Cc2ccccc2)c2ccccc2c1=O	1.9	0.0	3	13
COC(=O)c1sc2nc3n(c(=O)c2c1C)N=C(c1cccc(OC)c1)CS3	-1.1	0.0	-4	-4
Cc1cccc2cc(CN(Cc3ccc(F)cc3)C(=O)N3CCOCC3)c(=O)[nH]c12	0.3	0.3	11	-11
COc1ccccc1OCC(=O)NCCc1nc2ccccc2[nH]1	-1.3	-0.1	-6	9
O=C(NNS(=O)(=O)c1ccc([N+](=O)[O-])cc1)c1ccc(F)cc1	-0.3	-0.3	-1	-2
COc1ccccc1C(=O)N1CCN(c2nc(-c3ccccc3)c3c(c2C#N)CCCC3)CC1	1.5	-0.1	-7	-5
C=CCc1cc(/C=C2/SC(N)=NC2=O)cc(OC)c1O	1.4	-0.2	-17	-9

Complete entries from above.
`O=C(CSc1nc2ccccc2c(=O)n1Cc1ccccc1)NCc1ccco1` is listed with GPR151 ag = -1.6; FBW7 activator = 0.0; TEAD-YAP block = -2; MITF primary = -11
`O=C(Nc1nc(-c2ccc(Br)cc2)cs1)C1CC1` is listed with GPR151 ag = 2.2; FBW7 activator = -0.1; TEAD-YAP block = -54; MITF primary = -8

The list goes on:
canonical_smiles	GPR151 ag	FBW7 activator	TEAD-YAP block	MITF primary
CN(C1CCCCC1)S(=O)(=O)c1ccc(NC(=O)c2cccc([N+](=O)[O-])c2)cc1	-2.3	0.7	14	17
COc1ccc(NC(=O)c2cc(S(=O)(=O)N3CCN(c4cccc(Cl)c4)CC3)ccc2F)cc1	-0.3	-0.1	1	-8
COc1ccc(S(=O)(=O)Nc2nc3c(C)cccc3s2)cc1	0.3	-0.1	3	-7
CCOC(=O)c1oc2ccccc2c1NC(=O)COc1ccc(F)cc1	0.5	-0.1	8	9
COc1ccc(CN2CCN(C3CCC(c4ccccc4)CC3)CC2)c(OC)c1 (centres undefined)	-1.8	0.3	-1	58*
Cc1cc(Cl)ccc1NC(=O)/C(C#N)=C/c1ccc(OCC(N)=O)c(Br)c1	-0.5	-0.1	-3	5
O=C(Nc1ccc2c(c1)OCO2)c1nn2c(C(F)(F)F)cc(-c3ccccc3)nc2c1Cl	0.5	-0.3	3	1
CCC1=NN2C(=N)/C(=C/c3cc(Cl)ccc3OCCOc3cc(C)ccc3C(C)C)C(=O)N=C2S1	-1.2	0.0	-6	-6
CCOC(=O)c1c(C)oc2ccc(OCC#N)cc12	0.6	-0.1	-1	-2
Cc1cccc(-n2nc(CC#N)c(C#N)c2N)c1	1.8	0.1	-3	7
CCOC(=O)C(=O)Nc1sc(C(=O)NC(C)c2ccccc2)c(C)c1C(=O)OC (centres undefined)	-0.3	0.0	1	-6
CC(=O)c1c(O)c2ccccc2n(Cc2ccccc2)c1=O	3.7	0.0	3	9
CCc1noc(C)c1C(=O)N1CCCC(CCC(=O)NCc2cccc(OC)c2)C1 (centres undefined)	0.9	0.0	3	2
CCN(CC)C(=O)Cn1c(=S)[nH]c2ccccc2c1=O	2.0	0.0	-7	-13
COc1ccc(CCNC(=O)CSc2nc3cc4c(cc3c(=O)n2Cc2ccco2)OCO4)cc1OC	-1.1	0.1	8	9

Arranged by formula weight (largest number first): part of the list above
canonical_smiles	GPR151 ag	FBW7 activator	TEAD-YAP block	MITF primary
Cc1cc(Cl)ccc1NC(=O)/C(C#N)=C/c1ccc(OCC(N)=O)c(Br)c1	-0.5	-0.1	-3	5
CN(C1CCCCC1)S(=O)(=O)c1ccc(NC(=O)c2cccc([N+](=O)[O-])c2)cc1	-2.3	0.7	14	17
CCOC(=O)c1c(C)oc2ccc(OCC#N)cc12	0.6	-0.1	-1	-2

Going on with the list:
canonical_smiles	GPR151 ag	FBW7 activator	TEAD-YAP block	MITF primary
O=C(NCCc1nnc2ccc(SCc3ccccc3F)nn12)c1ccccc1	0.0	-0.1	8	3
CCCCCCN1C(=O)C(=O)/C(=C(\O)c2ccccc2)C1c1ccc(Br)cc1 (centres undefined)	-1.2	0.1	8	22
CC(=O)Nc1ccc(S(=O)(=O)Nc2nc3ccccc3nc2Nc2ccc(N)cc2)cc1	-1.1	0.0	12	13
COc1cc(C2C(C(=O)OCCc3ccccc3)=C(C)NC3=C2C(=O)CC(c2ccccc2)C3)cc(Cl)c1O (centres undefined)	0.6	0.3	4	-4
CCN1CCCC1CNC(=O)c1ccc2c(c1)[nH]c(=S)n1c3ccccc3nc21 (centres undefined)	1.6	-0.1	15	14
NC(=O)C1CCN(S(=O)(=O)c2ccc(F)cc2)CC1	3.7	-0.1	2	21
O=C(Nc1ccccc1)N1CCC(c2ccccc2)C1 (centres undefined)	-1.2	0.1	-25	4
OCCN(CCO)c1ncnc2c1cnn2-c1ccccc1	1.9	0.0	-31	6

No enrichment for hits; 3.5% or so of the library scored in one or more.
